Screening results: PubChem BioAssay, several laboratories
Yfh1-off respiration = enhancers of respiration in Yfh1-depleted yeast, dose response, Friedreich's ataxia, plus single-dose screen (AID 1465); S. cerevisiae Yfh1-off respiration, WST-1 reduction, 72 h; higher fold induction means a stronger effect; fold induction at 50 µM, or EC50 in µM where a hit was titrated; actives 0.074% (n = 220,000);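 active = fold induction of absorbance versus untreated yeast above a set limit, then at least 30% activation at any dose in follow-up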;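 also: activators that raise dye reduction in frataxin-depleted yeast; strong numbers were not always called active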
NTR1 agonist = agonists of NTR1, primary screen, imaging, U2OS cells, beta-arrestin-GFP, high content (AID 493036) | Neurotensin receptor type 1 (Homo sapiens), P30989 | NTR1-U2OS beta-arrestin-GFP spot imaging, agonist mode | activation, % at 20 µM | actives 0.17% (n = 330,000);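 active = activation at or above 40% of the spot to cytoplasm intensity ratio, with at least 20 cells analyzed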;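 also: 0% = DMSO without peptide and 100% = 100 nM NTR1 peptide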
Target sequence (P30989 whole entry, looked up): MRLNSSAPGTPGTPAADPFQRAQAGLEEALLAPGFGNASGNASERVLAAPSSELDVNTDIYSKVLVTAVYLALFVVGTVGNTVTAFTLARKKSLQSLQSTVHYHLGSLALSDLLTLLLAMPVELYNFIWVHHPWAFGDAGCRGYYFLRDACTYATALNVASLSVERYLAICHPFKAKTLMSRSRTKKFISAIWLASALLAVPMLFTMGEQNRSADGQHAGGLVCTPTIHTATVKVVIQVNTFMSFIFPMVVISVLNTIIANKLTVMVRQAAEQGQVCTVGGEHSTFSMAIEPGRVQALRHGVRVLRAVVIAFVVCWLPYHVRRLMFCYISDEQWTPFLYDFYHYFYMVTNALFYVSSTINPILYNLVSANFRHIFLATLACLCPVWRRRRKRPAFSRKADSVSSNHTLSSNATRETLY
GPR55 beta-arrestin = GPR55 agonists via beta-arrestin recruitment, primary screen, imaging, U2OS cells, beta-arrestin-GFP redistribution (AID 1961). actives 0.048% (n = 290,000). activation, % at 10 µM, or EC50 in µM where a hit was titrated. U2OS GPR55 beta-arrestin-GFP redistribution imaging; higher % means a stronger effect;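 active = activation above 40% with more than 50 cells counted in the well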;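 also: U2OS osteosarcoma cells stably expressing GPR55 and beta-arrestin-GFP; plate controls were DMSO negative control for no effect and LPI positive control for full effect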
KOR beta-arrestin-1 = KOR antagonists, beta-arrestin recruitment, cell-based, luminescence, uHTS (AID 1778) | KOR beta-arrestin recruitment, luminescence, antagonist mode; higher % means a stronger effect | actives 0.091% (n = 290,000) | one-dose inhibition, % at 10 µM; IC50 in µM for titrated hits | Kappa-type opioid receptor (Homo sapiens); also: strong numbers were not always called active
NOD1 inhibition = NOD1 signaling inhibitors, primary screen, cell-based, luminescence, uHTS (AID 1578). NOD1-driven NF-kB luciferase reporter cells, luminescence; higher % means a stronger effect. inhibition, % at 4 µM; hits with a dose series show EC50 in µM. actives 1% (n = 290,000); in the data active = inhibition mostly above about 36%, no sharp cut-off; inactive = mostly below about 34%;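 also: HEK-293T reporter cells stimulated with the NOD1 agonist gamma-tri-DAP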
KOR beta-arrestin-2 = KOR agonists, beta-arrestin recruitment, primary screen, cell-based, luminescence, uHTS (AID 1777); activation, % at 10 µM, or EC50 in µM where a hit was titrated; actives 0.02% (n = 280,000); Kappa-type opioid receptor (Homo sapiens); KOR beta-arrestin recruitment, luminescence; higher % means a stronger effect; in the data active = activation above about 50%, passing the limit was not always enough; also: a part of the inactive calls stands beside numbers as strong as those of hits
NOD2 inhibition = NOD2 signaling inhibitors, cell-based, luminescence, uHTS, HEK293 (AID 1566); one-dose inhibition, % at 4 µM; EC50 in µM for titrated hits; actives 0.63% (n = 290,000); HEK293 NOD2/NF-kB luciferase reporter, luminescence; higher % means a stronger effect; also: many of its hits are not listed in these tables
CSM14.1 death rescue = rescue of cells from ER stress-induced death, primary screen, 384-well, CSM14.1, thapsigargin, ATP luminescence (AID 1222); one-dose cellular ATP content (survival), % at 20 µM; EC50 in µM for titrated hits; 190,000 tested, under 10 active; CSM14.1 thapsigargin-induced death rescue, ATP luminescence; higher % means a stronger effect;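 active = EC50 below 50 µM in the dose-response confirmation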;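 also: death triggered by thapsigargin at about 15 µM added after 2 h compound pretreatment; cell ATP read after overnight thapsigargin exposure of roughly 18 to 22 hours; normalized against plate controls of thapsigargin alone and 5% DMSO vehicle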
TNAP activators = human TNAP enzyme activators, primary screen, biochemical, luminescent, no phosphate acceptor, uHTS (AID 1001); purified TNAP, luminescent activation assay, no phosphate acceptor; higher activation fold means a stronger effect; activation fold at 20 µM, or EC50 in µM where a hit was titrated; actives 0.03% (n = 200,000); in the data active = activation fold from about 3, or a potency from the dose series; inactive = the rest, 99 in 100 with activation fold below about 1.6; also: many of its hits are not listed in these tables
NTR1 agonist cell count 20 µM = recorded beside NTR1 agonist, whose call it bears; cell count; measured here: cell count, cytotoxicity flag
* = called active by the depositor; i = inactive; · = not tested or not shown; & = joins results of further samples; [ ] = another dose, or the depositor's remark. Rule as the data show it, unless noted: active = inhibition above about 50%; inactive = the rest. Only part of the results is shown; rates above refer to the full screens.

cpd	compound	Yfh1-off respiration	NTR1 agonist	NTR1 agonist cell count 20 µM	GPR55 beta-arrestin	KOR beta-arrestin-1	NOD1 inhibition	KOR beta-arrestin-2	NOD2 inhibition	CSM14.1 death rescue	TNAP activators
1	Cc1cccc(C)c1NC(=O)C(NC=O)c1ccccc1Cl (stereo not drawn)	i	-0.9	90	0.2%	10%	2%	1.7%	13%	-0.2%	1.1
2	C/C(=N\NC=O)c1ccncc1	i	0.1	67	0.1%	-41%	-13%	0.8%	-9%	·	1.1
3	O=c1c2ccccc2[nH]c(=S)n1CCCN1CCN(c2ccccc2)CC1	·	10	67	0.0%	37%	3%	-15%	-33%	·	·
4	O=C(NCc1ccccn1)Nc1ccc(Cl)cc1Cl	·	1.1	51	0.0%	-11%	-72%	6.5%	-18%	·	·
5	CCOCC(=O)Nc1cc(S(=O)(=O)N2CCOCC2)ccc1N1CCCCC1	i	-0.5	31	-1.2%	-19%	-14%	5.8%	7%	-7.0%	1.1
6	Cc1[nH]n(C(N)=S)c(=O)c1N=Nc1ccccc1C(F)(F)F	·	2.1	89	0.3%	23%	-10%	-5.2%	-2%	·	·
7	CCCN1CCc2c(sc(NC(=O)CCS(=O)(=O)c3ccccc3)c2C(=O)OC)C1	·	0.1	66	0.3%	-7%	-34%	6.8%	2%	·	·
8	CC(=O)Nc1nc(C)c(-c2csc(Nc3ccccn3)n2)s1	i	16&15	70&53	-0.2%&-0.6%	-12%&-21%	-1%&-10%	5.9%&-0.1%	-202%&-156%	0.2%	1
9	CC(C)N(Cc1ccccc1)C(=O)CN1C(=O)NC(Cc2ccccc2)(c2ccccc2)C1=O (stereo not drawn)	·	1.3	62	0.0%	20%	-24%	-1.4%	2%	·	·
10	Cn1nc(C(C)(C)C)c([N+](=O)[O-])c1C(=O)Nc1ccc(Br)cc1	i	7.1	42	0.0%	5%	-2%	-0.2%	-3%	·	·
11	COc1cccc(C(=O)N2CCCC(CCC(=O)NCc3ccc(F)c(F)c3)C2)c1 (stereo not drawn)	i	-0.4	57	-0.1%	-21%[20 µM]	-28%	-6.8%	4%	2.2%	1.1
12	COc1ccc(OC)c(/C=N/NC(=O)c2csc3ccccc23)c1	i	0.6	51	0.6%	13%	-10%	0.1%	-13%	-0.8%	1.1
13	CCOC(=O)c1sc(NC(=O)c2ccc(S(=O)(=O)N(CC)CC)cc2)nc1C	i	1.0	127	0.6%	-33%	20%	-7.1%	-28%	-0.4%	0.7
14	COc1ccc(C(=O)Nc2ccnn2C2CCN(C(=O)C3CCOC3)CC2)cc1 (stereo not drawn)	·	-0.3	68	0.3%	-9%	-10%	6.6%	-3%	·	·
15	Cc1c(NC(=O)c2cccc(S(=O)(=O)N3CCOCC3)c2)c(=O)n(-c2ccccc2)n1C	i	0.8	70	0.4%	·	19%	-7.9%	8%	-1.5%	1.1
16	CCC12CC3CC(C1)CC(C(=O)Nc1nn[nH]n1)(C3)C2	i	-1.5	71	0.2%	19%	-24%	2.3%	2%	0.4%	1.1
17	O=C(N/N=C/c1ccccc1)c1[nH]c2ccc(Br)cc2c1-c1ccccc1	i	1.6	71	0.2%	-123%	-22%	-2.6%	-18%	-4.0%	1
18	CC(=O)n1cc(N(C(=O)CCl)c2ccc([N+](=O)[O-])cc2)c2ccccc21	i	8.9	72	0.0%	8%	39%*	7.2%	36%	·	·
19	COc1ccccc1-n1c(SCC(=O)NC(C)(C)C)nnc1-c1ccco1	i	1.1	57	-0.2%	-22%	-16%	0.3%	4%	-0.6%	1.1
20	CC1(C)Cc2c(sc(NC(=O)c3ccc(S(=O)(=O)N4CCCC4)cc3)c2C#N)C(C)(C)N1	·	0.8	65	0.0%	1%	-12%	-1.5%	24%	·	·
21	CCOC(=O)[C@@H]1[C@H]2COc3cc(OC)ccc3[C@@H]2N2C(=O)N(c3cccc(F)c3)C(=O)[C@@]12C	·	-0.5	64	0.0%	-20%[20 µM]	-30%	-4.2%	8%	·	·
22	CCOC(=O)N1CCN(Cc2cccs2)CC1	i	-2.9	77	-0.1%	22%	-4%	-5.7%	2%	2.7%	1.1
23	CCOc1ccc(N(CC(=O)NCc2ccccc2C)S(C)(=O)=O)cc1	·	-0.2	58	0.0%	-16%	-8%	2.7%	-39%	·	·
24	CN1CCN(C(=O)C23CC4CC(CC(C4)C2)C3)CC1	i	-0.7	55	0.4%	14%	-16%	-3.9%	-1%	-2.3%	1.1
25	COc1ccc(-n2nc(C(=O)Nc3ccc4c(c3)OCO4)c3c4ccccc4n(C)c3c2=O)cc1	i	3.9	48	0.2%	27%	-8%	-6.6%	19%	·	1.1
26	c1ccc(-c2ccc(CN3CCSCC3)cc2)cc1	·	2.5	58	-0.2%	-27%[20 µM]	-13%	3.6%	-11%	·	·
27	COc1ccc(-c2cc3ccc(OCc4nn[nH]n4)cc3oc2=O)cc1	i	1.3	79	-0.4%	-2%	-15%	-1.3%	10%	-4.9%	1
28	O=C(CN1CCCC1)NCC(=O)Nc1ccc(F)cc1	i	-0.1	52	-0.5%	14%	-21%	-4.9%	11%	-2.4%	1.1
29	CCCc1ccc(OCc2ccc(C(=O)N/N=C/c3cccnc3)o2)cc1	·	1.4	73	-0.2%	-14%	-87%	0.1%	-62%	·	·
30	O=[N+]([O-])c1ccc2oc(C3CCCCC3)nc2c1	i	0.3	71	-0.1%	-18%	-54%	-9.0%	-18%	-1.0%	1.1
31	CC1CC2OC(=O)C3(C)CCCC(C)(C23)C1(O)CCc1ccoc1 (stereo not drawn)	i	-1.6	76	-0.1%	16%	6%	0.2%	3%	·	·
32	Cc1ccccc1C(=O)Nc1nnc(-c2cccnc2)o1	i	-1.4	69	-0.2%	1%	-15%	-1.5%	11%	2.6%	1
33	CC1C(=O)C(C)C(c2ccccc2F)NC1c1ccccc1F (stereo not drawn)	·	0.0	57	-0.1%	26%	-4%	-7.5%	-10%	·	·
34	CC1CCCC(NC(=O)CCC(=O)N2CCOc3ccccc32)C1C (stereo not drawn)	·	0.1	48	-0.1%	-31%	-17%	3.0%	-110%	·	·
35	Cc1cccc(NC(=O)c2ccccc2NC(=O)c2ccco2)c1	·	0.8	70	-0.2%	-9%	-26%	2.1%	-3%	·	·
36	Cc1ccc(C)c2nc3sc(C(=O)N4CCOCC4)c(N)c3cc12	i	3.5	47	0.0%	-36%[20 µM]	-41%	·	-22%	-1.7%	1.1
37	O=C(NC(Cc1c[nH]c2ccccc12)C(=O)N/N=C/c1ccc(Br)cc1)c1cccs1 (stereo not drawn)	i	5.8	38	0.2%	16%[20 µM]	-40%	-3.7%	-12%	-2.8%	1.1
38	O=C(CN1C2CCCC1CC(NC(=O)C1CCCCC1)C2)NCc1ccc(F)cc1 (stereo not drawn)	i	3.2	61	0.0%	-30%	0%	-0.1%	-10%	·	·
39	O=C(C(Cc1ccccc1)n1cccc1)N1CCN(c2ncccn2)CC1 (stereo not drawn)	i	0.4	71	-0.2%	-28%	6%	3.5%	-7%	1.4%	1.1
40	CCn1c(SCCOc2ccc(Cl)cc2)nnc1-c1cccs1	i	3.8	70	0.2%	14%	-1%	-0.8%	15%	0.8%	1.2
41	COc1ccc(S(=O)(=O)NCC(=O)NCc2cc(=O)n(C)c(=O)n2C)cc1C	·	1.1	50	-0.2%	0%	-20%	-2.0%	-8%	·	·
42	COc1ccc2c(c1OC)C(=O)OC2Nc1ncc(Br)cc1Br (stereo not drawn)	i	5.0	68	-0.1%	-36%	14%	-1.8%	4%	2.4%	1.1
43	CCC(=O)NC(=S)Nc1cccc(NC(=O)c2ccc(Cl)cc2Cl)c1	i	1.4	50	0.2%	15%	5%	-2.4%	13%	-1.5%	1
44	CCCNC(=O)c1cc2nc(-c3ccccc3)cc(C(F)(F)F)n2n1	i	1.2	47	0.2%	8%	11%	-3.0%	15%	-1.6%	1
45	CCS(=O)(=O)N1CCC(C(=O)NCc2cccs2)CC1	i	0.8	53	-0.3%	47%	2%	-3.2%	10%	-2.7%	1.1
46	CCOC(=O)C1(Cc2cccc(OC)c2)CCN(C/C=C/c2ccc(OC)cc2)CC1	i	6.7	29	0.1%	6%	3%	-1.0%	26%	0.5%	1.1
47	COCCNC(=O)CCC1CCN(Cc2cccc(Oc3ccccc3)c2)CC1	·	0.7	56	0.4%	-14%	-7%	4.7%	-18%	·	·
48	C/C(CC(=O)Nc1ccc(Cl)cc1Cl)=N\NC(=O)c1cnccn1	i	1.8	33	0.4%	-7%	0%	-1.7%	9%	·	·
49	COc1ccc(C(c2c(C)n(C)n(-c3ccccc3)c2=O)c2c(C)n(C)n(-c3ccccc3)c2=O)c(OC)c1OC	·	0.2	69	-0.2%	-7%[20 µM]	-26%	0.5%	0%	·	·
50	Cc1ccccc1C(=O)NC(=S)N(C)C1CCCCC1	·	0.0	62	0.0%	26%	-7%	-6.5%	-31%	·	·
51	Cc1c(S(=O)(=O)NCc2ccccc2)c(=O)n(C)c(=O)n1C	·	-1.3	54	-0.1%	21%	9%	-2.0%	-5%	·	·
52	Cc1cccc(Cn2c(N3CCN(c4ccccc4)CC3)nc3c2c(=O)n(C)c(=O)n3C)c1	i	4.4	49	0.1%	8%	7%	2.9%	10%	3.1%	1.2
53	O=C(NCCCN1CCCC1=O)c1ccccc1NS(=O)(=O)c1ccc(F)cc1	i	-1.3	53	-0.1%	-40%	24%	2.2%	21%	-1.3%	1.1
54	COc1ccc(C(=O)C2CCCN(C(=O)/C=C/c3ccccn3)C2)c(C)c1 (stereo not drawn)	i	-0.9	89	-0.3%	-16%	-33%	1.2%	0%	-0.7%	1
